From PubChem
N370S GC mod: inhibits or activates N370S mutant glucocerebrosidase. N370S GC spleen homogenate, 4MU-glucoside fluorescence. P04062. Potency, µM (doses to about 59.4 µM), without a hit: at the highest dose activity change, negative = inhibition, actives largely listed as inhibitors. 0.092% of 330,000 active;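 also: 0% = full enzyme activity and -100% = no enzyme basal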
FEN1 inhibitor: human FEN1 inhibition; P39748; Recombinant FEN1 flap cleavage, fluorescence, 15 min; Potency, µM (top dose mostly 114 µM), for the others: at the highest dose activity change, negative = inhibition, hits mostly inhibitors; 0.35% of 390,000 active; AID 588795; also: nearly all actives have a fitted effect of over 65% in size
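Concentration–response screening of FEN1 (10 nM): 15 min compound preincubation at room temperature, reaction started with 50 nM substrate and read at 0 and 15 min. Corrected, normalized data were fitted by a four-parameter Hill equation.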
GCN5L2 inh: blocks human GCN5L2 histone acetyltransferase; 0.21% of 390,000 active; GCN5L2 HAT assay, ThioGlo1 CoA-SH fluorescence; Potency, µM (highest dose often 58.9 µM), for inactives: at the top dose activity change, negative = inhibition, most hits filed as inhibitors; Q92830
Target sequence (Q92830 whole entry, looked up): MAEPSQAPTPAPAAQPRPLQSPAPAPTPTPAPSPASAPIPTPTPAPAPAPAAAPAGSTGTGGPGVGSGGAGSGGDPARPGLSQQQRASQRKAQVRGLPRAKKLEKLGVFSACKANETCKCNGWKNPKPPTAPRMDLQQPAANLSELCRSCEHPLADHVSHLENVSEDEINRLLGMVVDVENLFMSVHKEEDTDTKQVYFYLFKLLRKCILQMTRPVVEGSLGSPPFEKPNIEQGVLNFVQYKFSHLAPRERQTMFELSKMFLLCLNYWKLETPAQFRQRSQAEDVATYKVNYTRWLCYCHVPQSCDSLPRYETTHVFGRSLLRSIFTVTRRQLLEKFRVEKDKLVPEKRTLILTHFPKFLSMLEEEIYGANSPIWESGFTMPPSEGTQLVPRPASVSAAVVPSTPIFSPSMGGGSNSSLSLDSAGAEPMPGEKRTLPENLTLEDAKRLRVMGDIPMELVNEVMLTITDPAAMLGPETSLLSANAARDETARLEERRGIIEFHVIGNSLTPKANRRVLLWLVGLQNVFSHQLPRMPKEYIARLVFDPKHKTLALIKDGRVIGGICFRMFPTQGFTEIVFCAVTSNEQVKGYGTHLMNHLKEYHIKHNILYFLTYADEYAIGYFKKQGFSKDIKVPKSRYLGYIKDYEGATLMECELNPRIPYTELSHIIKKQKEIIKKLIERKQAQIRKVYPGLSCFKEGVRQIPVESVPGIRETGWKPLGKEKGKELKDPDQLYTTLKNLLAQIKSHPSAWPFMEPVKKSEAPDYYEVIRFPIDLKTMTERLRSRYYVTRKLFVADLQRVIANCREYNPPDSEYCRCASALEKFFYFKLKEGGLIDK
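Preincubate 20nM GCN5L2 with compound 15 min, RT → add 50uM ThioGlo1 + 75uM H3(1-25) + 70uM acetyl-CoA → read fluorescence 0 and 20 min. Primary qHTS; fluorescent artifacts likely.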
An asterisk follows results filed as active; ? = inconclusive; . = not tested or not shown; & = joins results of further samples; [ ] = remark or other dose. Calls follow the shape of the dose curve; as a rule, active = well fitted curve in the direction sought with a large enough effect; inconclusive = small, poorly fitted or top-dose-only effect, or another doubt; inactive = no such curve, though single readings can be large; an effect the other way counts as inactive or inconclusive. Unless noted, % is scaled to controls: 0 for no effect and ±100 for the full control effect; potency is read from the fitted curve at half-maximal effect. A portion of the library; rates above refer to the full screens.

Structure | N370S GC mod | FEN1 inhibitor | GCN5L2 inh
O=C(NNS(=O)(=O)c1ccccc1)c1csc(-c2cccnc2)n1 | -9% | -11% | 2%
Cc1ccc(-n2c(-c3cn(C)nc3C)n[nH]c2=S)cc1 | 1% | . | -1%
COc1ccccc1CN1CCN(C(=O)c2ccco2)CC1 | -8% | 0% | -4%
COCCNC(=O)C(c1ccc(F)cc1)N(C(=O)CCC(=O)Nc1nccs1)c1cccc(C)c1 (stereo not given) | -15% | -5% | -2%
COc1ccc(CC(=O)NNC(=O)c2cccs2)cc1OC | 1% | -10% | -1%
O=C(c1ccco1)N1CCN(C(=O)C2CC(=O)N(c3ccc(Cl)cc3)C2)CC1 (stereo not given) | 4% | -2% | 1%
O=C(/C=C/c1cccs1)NC(=S)Nc1ccc(S(=O)(=O)Nc2ccccc2C(F)(F)F)cc1 | -15% | -23% | -7%
CC(NC(=O)c1ccc(Cn2cc([N+](=O)[O-])cn2)o1)c1ccccc1 (stereo not given) | 10% | -7% | -7%
O=C(COc1ccc(F)cc1Br)NCC1(N2CCOCC2)CCCCC1 | . | -3% | 1%
Cc1ccc(NC(=O)Nc2ccc3c(c2)OCO3)c(OC(F)F)c1 | 8% | 3% | 3%
Cc1ccccc1OCC(=O)NC(=S)Nc1ccc(Br)c(C)n1 | -16% | 3% | -6%
CCN1C(=O)C(Cc2nc3ccccc3c(=O)n2-c2ccccc2)c2ccccc21 (stereo not given) | ? | -1% | -6%
CCSc1nnc(CNC(=O)C23CC4CC(CC(C4)C2)C3)n1Cc1ccccc1 | 5% | 3% | 3%
C=CCn1c(=O)c2ccccc2n2c(SCC(=O)NCCc3ccccc3)nnc12 | -13% | 3% | .
O=C(c1ccco1)N1CCC2(CCCN(Cc3ccccc3)C2)CC1 | -4% | . | 5%
CC(=O)c1cc(-c2ccccc2)n(CCC(=O)NC(C)c2ccccc2)c1C (stereo not given) | . | 16% | 1%
CC(C)OC(=O)C(C#N)c1nc2ccccc2nc1N1CCN(Cc2ccc3c(c2)OCO3)CC1 (stereo not given) | -7% | . | -3%
Cc1ccc(C(=O)NCCCCNC(=O)c2ccc(C)o2)o1 | 2% | 10% | -16%
Cc1cccc(N2CCN(C(=O)NC3CCCCC3)CC2)c1C | -1% | -2% | -1%
CCc1ccc(/C=C(\C)C(=O)c2c(C)cc(C)[nH]c2=O)cc1 | 13% | -2% | -8%
CC(Sc1nnnn1C1CC1)C(=O)N1c2ccccc2NC(=O)C1(C)C (stereo not given) | . | 3% | -7%
CN1CCC(C(=O)N2CCCC(C(=O)c3ccc4c5c(cccc35)CC4)C2)CC1 (stereo not given) | -2% | 3% | -2%
O=C1NC(=O)/C(=C\c2ccc(OCc3ccccc3)cc2)S1 | -7% | 5% | -3%
Cc1ccc(C(=O)N2CCCC(CCC(=O)N3CCN(c4ccccn4)CC3)C2)cn1 (stereo not given) | 3% | 6% | -2%
COc1cc(OC)cc(N(C(=O)c2snc(C(N)=O)c2N)C(C(=O)NCC2CCCO2)c2ccc(C)o2)c1 (stereo not given) | 2% | . | -15%
COc1ccc(C(=O)C=CNNC(=O)c2ccc(Cl)cc2)cc1 | 15% | 0% | -4%
CCOC(=O)CSc1nc2ccc(NC(=O)CSc3nnnn3Cc3ccccc3)cc2s1 | 5% | 7% | -13%
C=CCn1c(SCC(=O)N2CCN(c3ccccc3)CC2)nc2c([nH]c3ccccc32)c1=O | -18% | 18% | 0%
Cc1c(NC=C(C#N)C#N)c(=O)n(-c2ccccc2)n1C | 18% | 4% | -4%
CCOc1ccc(S(=O)(=O)N2CCCC(C(=O)NCC3CCCO3)C2)cc1Cl (stereo not given) | -2% | -1% | -5%
Cc1nn2c(-c3cccnc3)ccnc2c1-c1ccccc1 | -11% | 4% | -1%
CCc1cc2ccc(C)cc2nc1SCC(=O)NC1CCCC1 | -3% | 4% | -1%
O=C(O)CSCC(=O)Nc1cc(C(F)(F)F)ccc1Cl | 5%[2.35 µM] | 0% | 3%
COC(=O)c1nn(-c2ccc(C)cc2)ccc1=O | -5% | -12% | -11%
COc1cc2sc(-c3ccccc3OC)c(-c3ccc(OCCN4CCOCC4)cc3)c2cc1OC | . | -24% | -10%
O=C(Nc1cc(S(=O)(=O)N2CCOCC2)ccc1Oc1ccc(F)cc1)C1=COCCO1 | -4% | 11% | -2%

Nothing new here: entries from further up.
Structure | N370S GC mod | FEN1 inhibitor | GCN5L2 inh
C=CCn1c(SCC(=O)N2CCN(c3ccccc3)CC2)nc2c([nH]c3ccccc32)c1=O | -18% | 18% | 0%
Cc1c(NC=C(C#N)C#N)c(=O)n(-c2ccccc2)n1C | 18% | 4% | -4%
CCOc1ccc(S(=O)(=O)N2CCCC(C(=O)NCC3CCCO3)C2)cc1Cl (stereo not given) | -2% | -1% | -5%
Cc1nn2c(-c3cccnc3)ccnc2c1-c1ccccc1 | -11% | 4% | -1%

Further entries follow:
Structure | N370S GC mod | FEN1 inhibitor | GCN5L2 inh
Cc1ccc2nc(NC(=O)C3CC(=O)N(Cc4ccco4)C3)sc2c1 (stereo not given) | -11% | 11% | -4%
CCC(C)n1c(=N)c(C(=O)NC2CCCC2)cc2c(=O)n3ccccc3nc21 (stereo not given) | . | -15% | -5%
CS(=O)(=O)c1ccc2nc(NC(=O)c3cccc(NS(=O)(=O)c4ccc(F)c(F)c4)c3)sc2c1 | -8% | -9% | -5%
CCC(CC)C(=O)Nc1cc([N+](=O)[O-])ccc1Cl | 5% | 3% | 6%
Cc1ccc2c(c1)N(C(=O)C1CCN(S(=O)(=O)c3c(C)noc3/C=C/c3ccccc3F)CC1)CCO2 | . | -10% | -6%
O=C(CSc1nc2[nH]c(=O)[nH]c(=O)c2s1)Nc1cccc(F)c1 | . | -9% | 0%
CCn1c(SCC(=O)NNC(=O)c2ccc(OC)cc2)nnc1-c1cccnc1 | -3% | 4% | -3%
C/C(CC(=O)NCCCN1CCOCC1)=N\NC(=O)COc1ccc(Cl)cc1 | 1% | -12% | -11%
O=C(NCCc1ccc(Cl)cc1)c1ccc(CS(=O)(=O)Cc2ccccc2F)o1 | . | 8% | -7%
COc1cccc(NC(=O)N2CCN(c3cccc(C)c3C)CC2)c1 | 14% | -20% | -24%
Cc1ccccc1CN1C(=O)c2ccccc2Sc2ccc(C(=O)NC(C)c3ccccc3)cc21 (stereo not given) | . | -1% | -8%
COc1ccc(C2C3=C(CC(C)(C)CC3=O)N(C)C3=C2C(=O)CC(C)(C)C3)cc1 | ? | -3% | -14%
COc1ccccc1CN1CC[C@@]2(CCCN(C(=O)c3c(C)noc3C)C2)C1 | -7% | . | 4%
CC1Sc2ccc(S(=O)(=O)N3CCN(c4ccccc4)CC3)cc2NC1=O (stereo not given) | -9% | 10% | -2%
Cc1ccc(NC(=S)N2CCCC(c3nc4ccccc4[nH]3)C2)cc1 (stereo not given) | 0% | -5% | -4%
Cc1cc(=O)[nH]c(N/N=C/c2ccc(F)cc2)n1 | -3% | -3% | -21%
O=C(NCCN1CCCCC1)c1cc(OCC(F)(F)F)ccc1OCC(F)(F)F | -18% | -4% | -6%
CSc1sc(C(=O)NC(=O)NCc2cccnc2)c(C)c1-c1ccon1 | -5% | -3% | -2%
NC(CO)C12CC3CC(CC(C3)C1)C2 (stereo not given) | -1% | 0% | -1%
COc1ccc(OC)c(NC(=O)CC2C(=O)NCCN2C(=O)C(F)(F)F)c1 (stereo not given) | . | 9% | 1%
CN(C(=O)c1cc(-c2ccccc2O)on1)c1ccccc1 | . | -12% | -10%
CC(=O)Nc1ccc(NC(=O)COC(=O)C2CCCCC2)cc1 | . | ? | -1%
Cn1c(=NC(=O)C(C)(C)C)sc2cccc(F)c21 | 4% | -20% | -6%
COc1cccc(N2CCN(C(=O)C3CCCN(S(=O)(=O)c4ccc5c(c4)oc(=O)n5C)C3)CC2)c1 (stereo not given) | -7% | -12%&-3% | -1%&-3%
COc1ccc(-c2c(-c3ccccc3OC)oc3ccccc23)cn1 | . | 0% | -7%
O=C(c1cccs1)N(C(=O)c1cccs1)c1ccccn1 | 0% | -14% | 0%
COC(=O)CN1C(=O)[C@H]2[C@@H](/C=C/c3ccccc3)N3C(=O)CN(Cc4ccccc4)C(=O)[C@@]3(Cc3ccccc3)[C@H]2C1=O | -6% | 8% | 0%
N=c1c(C(=O)NCC2CCCO2)cc2c(=O)n3ccccc3nc2n1Cc1ccccc1 (stereo not given) | 18% | -6% | -11%
C[n+]1cccc2cccc([O-])c21 | -19% | ? | ?
O=C(O)C1CC(O)CN1c1nc(Cl)ccc1[N+](=O)[O-] (stereo not given) | -3% | 3% | 38%[activator]
Cc1cc(C)c(S(=O)(=O)N2CCCCC2CCNC(=O)C(=O)NC2CC2)c(C)c1 (stereo not given) | -8% | 3% | ?
CC(=O)C[C@H](O)CC(=O)[C@H]1OC(=O)CCCCC/C=C/Cc2ccccc21 | . | 12% | 0%
Cc1nn(-c2ccc(F)cc2)c(Cl)c1/C=C1\C(=O)Nc2ccccc21 | 4% | 1% | -9%
CCCCn1c(=O)n(C)c(=O)c2c(C(F)(F)F)cc(-c3ccncc3)nc21 | 4% | 0% | -7%
CCOC(=O)N1CCN(C(=O)c2cn(C)c3ccc(S(=O)(=O)N4CCOCC4)cc3c2=O)CC1 | -4% | 19% | -2%
COc1ccccc1CCNC(=O)C(=O)c1cn(CC(=O)N2CCOCC2)c2ccccc12 | -15% | -18% | 0%

Some of these compounds in order of their number in N370S GC mod, high to low.
molecule	N370S GC mod
N=c1c(C(=O)NCC2CCCO2)cc2c(=O)n3ccccc3nc2n1Cc1ccccc1 (stereo not given)	18%
O=C(c1cccs1)N(C(=O)c1cccs1)c1ccccn1	0%
COC(=O)CN1C(=O)[C@H]2[C@@H](/C=C/c3ccccc3)N3C(=O)CN(Cc4ccccc4)C(=O)[C@@]3(Cc3ccccc3)[C@H]2C1=O	-6%
COc1ccccc1CCNC(=O)C(=O)c1cn(CC(=O)N2CCOCC2)c2ccccc12	-15%

Additional compounds
Structure | N370S GC mod | FEN1 inhibitor | GCN5L2 inh
O=C(NNC(=O)C1CC(=O)N(c2ccc3c(c2)OCCO3)C1)c1ccc(F)cc1 (stereo not given) | -2% | -5% | -4%
Cc1ccc(S(=O)(=O)NC(=O)N(CCC#N)Cc2ccccc2)cc1 | -1% | -3% | 18%
O=C(O)c1ccccc1S(=O)(=O)c1ccccc1CO | 4% | 1% | 1%
COC(=O)c1cc(C(=O)Nc2ccc(Cl)cn2)cc([N+](=O)[O-])c1 | 6% | 0% | -4%
COc1ccc(/C=C/c2c(-c3ccc(OC)cc3)oc3ccccc23)cc1 | 9% | 2% | 1%
Cc1ccc(CNC(=O)C2CCCN(c3cnccn3)C2)cc1 (stereo not given) | -12% | -1% | -4%
COc1ncccc1-c1nnn(-c2ccc(Cl)nc2)n1 | 2% | 7% | -1%
COCCNC(=O)C(c1ccc(F)cc1)N(C(=O)CCC(=O)Nc1ccccn1)c1cccc(C)c1 (stereo not given) | 8% | 1% | -1%
CCOC(=O)NC1=NCC(C)S1 (stereo not given) | 1% | 4% | -4%
COc1ccc(-c2oc(=O)c3cc(OC)c(OC)cc3c2C#C[C@]2(O)CC[C@H]3[C@@H]4CCc5cc(OC)ccc5[C@H]4CC[C@@]32C)cc1 | . | -5% | -2%
Cc1ccc(-c2cc3ncc4c(n3n2)-c2cc(C)ccc2OC4)cc1 | . | 2% | 1%
CCOc1ncccc1C(=O)OCC(=O)c1ccc(C)c(C)c1 | 2% | 12% | 0%

Two compounds picked at random from those above:
Structure | N370S GC mod | FEN1 inhibitor | GCN5L2 inh
O=C1NC(=O)/C(=C\c2ccc(OCc3ccccc3)cc2)S1 | -7% | 5% | -3%
Cc1ccccc1OCC(=O)NC(=S)Nc1ccc(Br)c(C)n1 | -16% | 3% | -6%

Next results follow.
Structure | N370S GC mod | FEN1 inhibitor | GCN5L2 inh
CC(C)(C)[C@H]1COC(=O)CCC/C=C/C[C@H](CC(=O)NCCO)C(=O)N1 | . | 2% | -7%
CSc1ccc(CCNC(=O)C2CCCN(c3ncnc4c3nc3n4CCCCC3)C2)cc1 (stereo not given) | -17% | -23% | -2%
CC(C)NC(=O)CN1CCC(O)(c2ccccc2)CC1 | 10% | 10% | -1%
O=C(O)CC/C(=N/Nc1ccc([N+](=O)[O-])cc1)C(=O)O | -9% | -4% | -6%
c1ccc(Cn2cc(CN3CCCO3)c(-c3ccc4c(c3)OCO4)n2)cc1 | 21% | 16% | -1%
COc1ccc(S(=O)(=O)N2CCN(CCc3ccccc3)CC2)cc1 | 2% | -5% | 3%
COc1ccc(COC(=O)C2CCN(S(=O)(=O)c3ccc(Cl)cc3)CC2)cc1 | 0% | 14% | -1%
CC(=O)N1CCc2cc(S(=O)(=O)N3CCCCCC3)ccc21 | 3% | -6% | 3%
O=C(NCC(c1cccs1)N1CCOCC1)c1cc2ccccc2oc1=O (stereo not given) | . | -2% | -4%
CN(C)CCNC(=O)C(C(=O)c1ccc(F)cc1)n1ccccc1=O (stereo not given) | -1% | -11% | 2%
CN(C)c1ccc(/C=C(\C#N)c2nc(-c3ccc(Cl)c(Cl)c3)cs2)cc1 | . | -2% | 1%
CCOC(=O)c1[nH]c(C)c(C(=O)c2cc(F)ccc2F)c1C | -1% | -12% | -3%
CCCCN(C)CC(O)Cn1cc(/C=C/C(=O)c2ccc(C)cc2)c2ccccc21 (stereo not given) | ? | ? | 2%&-11%
